KOR beta-arrestin-1 – KOR antagonists, beta-arrestin recruitment, cell-based, luminescence, uHTS (AID 1778) | Kappa-type opioid receptor (Homo sapiens) | KOR beta-arrestin recruitment, luminescence, antagonist mode; higher % means a stronger effect | one-dose inhibition, % at 10 µM; IC50 in µM for titrated hits | actives 0.091% (n = 290,000); in the data active = inhibition above about 50%; also: strong numbers were not always called active
GPR55 activation – GPR55 agonists via beta-arrestin recruitment, primary screen, imaging, U2OS cells, beta-arrestin-GFP redistribution (AID 1961) | G-protein coupled receptor 55 (Homo sapiens) | actives 0.048% (n = 290,000) | U2OS GPR55 beta-arrestin-GFP redistribution imaging; higher % means a stronger effect | one-dose activation, % at 10 µM; EC50 in µM for titrated hits;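 active = activation above 40% with more than 50 cells counted in the well; inconclusive = wells holding fewer than 50 cells, flagged as toxic or sparse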;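 also: U2OS osteosarcoma cells stably expressing GPR55 and beta-arrestin-GFP; plate controls were DMSO negative control for no effect and LPI positive control for full effect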
GPR55 antagonists – GPR55 antagonists blocking LPI-driven arrestin recruitment, primary screen, imaging, U2OS, beta-arrestin-GFP, LPI agonist (AID 2013). U2OS GPR55 beta-arrestin-GFP translocation imaging, LPI antagonism; higher % means a stronger effect. inhibition, % at 10 µM, or IC50 in µM where a hit was titrated. actives 0.13% (n = 290,000);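 active = spots per cell inhibited over 60%, with over 100 cells counted and total cytoplasm intensity under 500,000; inconclusive = wells with under 100 cells, flagged as likely toxic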;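 also: U2OS cells stably carrying GPR55 and arrestin-GFP stimulated by 5 µM LPI near EC80; imaged beta-arrestin-GFP aggregate spots per cell after agonist stimulation; plate controls were LPI-stimulated DMSO wells for no effect and DMSO wells without LPI for full effect; some results filed as inactive read as strong as hits; confirmed hits need IC50 under 10 µM and bright autofluorescent wells are also inconclusive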
KOR beta-arrestin-2 – KOR agonists, beta-arrestin recruitment, primary screen, cell-based, luminescence, uHTS (AID 1777) | Kappa-type opioid receptor (Homo sapiens) | actives 0.02% (n = 280,000) | activation, % at 10 µM; hits with a dose series show EC50 in µM | KOR beta-arrestin recruitment, luminescence; higher % means a stronger effect; in the data active = activation above about 50%, passing the limit was not always enough; also: a part of the inactive calls stands beside numbers as strong as those of hits
Dengue-2 NS5 capping – Dengue-2 NS5 methyltransferase inhibitors, primary screen, biochemical, confirmation dose response (AID 588689) | Genome polyprotein (Dengue virus type 2 (strain 16681-PDK53)) | Dengue-2 NS5 methyltransferase capping enzyme assay, biochemical; higher % means a stronger effect | one-dose inhibition, % at 25 µM; IC50 in µM for titrated hits | actives 0.3% (n = 340,000); in the data active = a potency from the dose series; inconclusive = inhibition above about 29% without an active follow-up result
West Nile virus CPE – West Nile virus antiviral activity, cell-based, CPE readout (AID 1621). actives 0.02% (n = 290,000). West Nile virus-infected cells, CPE inhibition; higher % means a stronger effect. CPE inhibition, % at 10 µM, or IC50 in µM where a hit was titrated; in the data active = a potency from the dose series; inconclusive = CPE inhibition mostly from about 3.7% at the one dose, without a potency; inactive = the rest, 99 in 100 with CPE inhibition below about 2.2%; also: strong numbers were not always called active
HIV fusion peptide – inhibitors of HIV fusion peptide binding, primary screen, biochemical, uHTS, fluorescence dequenching (AID 1986); inhibition, % at 20 µM; hits with a dose series show IC50 in µM; actives 0.3% (n = 290,000); cell-free peptide binding, fluorescence dequenching, 30 min; higher % means a stronger effect; in the data active = inhibition mostly above about 52%, no sharp cut-off; inactive = mostly below about 76%; also: some results filed as inactive read as strong as hits
NOD1 NF-kB reporter – NOD1 signaling inhibitors, primary screen, cell-based, luminescence, uHTS (AID 1578) | NOD1-driven NF-kB luciferase reporter cells, luminescence; higher % means a stronger effect | actives 1% (n = 290,000) | inhibition, % at 4 µM; hits with a dose series show EC50 in µM; in the data active = inhibition mostly above about 36%, no sharp cut-off; inactive = mostly below about 34%;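 also: HEK-293T reporter cells stimulated with the NOD1 agonist gamma-tri-DAP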
GPR35 antagonists – GPR35 antagonists blocking zaprinast-driven arrestin recruitment, primary screen, imaging, U2OS, beta-arrestin-GFP, zaprinast agonist (AID 2058); actives 0.052% (n = 290,000); one-dose inhibition, % at 10 µM; IC50 in µM for titrated hits; G-protein coupled receptor 35 (Homo sapiens); U2OS GPR35 beta-arrestin-GFP translocation imaging, zaprinast antagonism; higher % means a stronger effect;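 active = inhibition of at least 50% with at least 30 cells and total cytoplasm GFP at most 10,000,000; inconclusive = under 30 cells or total GFP of 10,000,000 plus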
Dengue-2 NS5 capping pilot replicate – further read-out of Dengue-2 NS5 capping, marked with its call; inhibition, %; measured here: pilot screen replicate inhibition
* hit, by the source's call; ? = inconclusive; . = not tested or not shown; [ ] = remark or other dose. Some of the compounds tested, so the mix of outcomes need not match the whole.

SMILES | KOR beta-arrestin-1 | GPR55 activation | GPR55 antagonists | KOR beta-arrestin-2 | Dengue-2 NS5 capping | West Nile virus CPE | HIV fusion peptide | NOD1 NF-kB reporter | GPR35 antagonists | others
O=C(Nc1ccccc1C(=O)O)c1ccc(NC(=O)C2CC2)cc1 | -7.3% | -0.2% | 11.7% | 3.0% | -4.0% | 0.0% | 4.5% | -12.8% | -7.2%
CN(C)/C=C/C(=O)c1ccc(Br)s1 | -40.2%[20 µM] | 0.2% | 5.4% | 0.9% | -8.0% | 0.3% | 1.2% | -5.1% | -11.8%
COc1cccc(CNC(=O)C(C(=O)NCc2cccc(OC)c2)c2ncc(C(F)(F)F)cc2Cl)c1 | -8.8% | -0.2% | 2.4% | -0.4% | 1.5% | -0.3% | 1.2% | -38.3% | -1.0%
COc1cccc(C(=O)C2=NN(C(C)=O)CC2c2ccco2)c1 (stereo unspecified) | 2.1% | -0.5% | 4.4% | -0.5% | 5.2% | -1.1% | 0.5% | -22.4% | 11.6%
COc1ccc(-c2nn(-c3ccccc3)cc2/C=C/C(=O)NCCCn2ccnc2)cc1OC | -48.7% | -0.6% | 6.5% | 2.4% | -7.1% | -1.9% | -0.2% | -28.6% | -2.1%
CN1CCN(c2nc3c(c(=O)n(C)c(=O)n3C)n2CCSc2nnnn2-c2ccccc2)CC1 | 7.4% | 0.0% | 3.6% | 2.9% | -1.6% | 0.3% | -0.9% | -0.9% | -8.1%
CC1CCc2sc(C(=O)OCC(=O)NC(C)C)cc2C1 (stereo unspecified) | 10.4% | -0.2% | -21.4% | -4.0% | 0.7% | 0.4% | -2.4% | -16.9% | -1.7%
N#CC1=C(N)N=C(SCc2ccccc2)C(C(N)=O)C12CCCCC2 (stereo unspecified) | -28.8% | -0.5% | 15.1% | 7.6% | 0.8% | 0.1% | 2.2% | 0.4% | -3.3%
O=C(COC(=O)c1cc(Br)ccc1Cl)NC1CCCC1 | -21.3% | -0.4% | 3.9% | -3.9% | -1.5% | 0.1% | 0.6% | -25.2% | -1.8%
C=CCNC(=S)N/N=C1\CCS(=O)(=O)c2ccccc21 | -8.3% | 0.0% | 9.1% | 2.6% | -2.6% | 0.0% | -0.2% | 6.3% | 6.5%
CCO[C@@H]1OC(C(N)=O)=C[C@H](c2coc3ccccc3c2=O)[C@H]1CCCO | 30.9% | 0.2% | 13.9% | -1.9% | -4.9% | -0.2% | 0.5% | -3.2% | -14.6%
NS(=O)(=O)c1ccc(CCNC(=O)CNS(=O)(=O)c2cccc(Br)c2)cc1 | -46.1%[20 µM] | -0.1% | -0.4% | 3.9% | -5.2% | 0.2% | -0.7% | 30.4% | -5.6%
CN(C)c1ccc(/C=C/C#N)cc1 | -20.2% | 0.0% | 5.3% | 5.2% | 6.2% | -0.1% | -0.2% | -8.9% | 4.5%
O=C(Cc1n[nH]c(=O)[nH]c1=O)N/N=C/c1c(O)ccc2ccccc12 | -27.0% | 0.1% | -1.8% | 1.6% | ? | -0.4% | 6.2% | -32.5% | -5.4%
CSCCC(NC(=O)C1CCC(C)CC1)C(=O)O (stereo unspecified) | -33.7% | 0.3% | -15.7% | -0.1% | 27.3% | 1.2% | -2.4% | -13.8% | -5.9%
Cc1nn(C)c(Cl)c1CN1CCN(CCC(C)C)C(CCO)C1 (stereo unspecified) | -3.6% | -0.2% | 0.8% | 4.7% | -2.6% | -0.7% | 0.6% | -5.4% | -5.5%
CN(Cc1ccccc1)c1ncnc2c1cnn2-c1ccccc1 | -1.2% | -0.3% | 3.7% | -2.2% | -2.7% | 0.3% | 1.3% | -44.4% | 23.5%
C=CCc1cc(/C=N/n2cnnc2)cc(OCC)c1O | -17.3% | -0.2% | -4.7% | 2.3% | -3.9% | 0.1% | 2.3% | -24.7% | 7.7%
CCCCc1ccc(-c2ccc(C)cc2O)nc1 | -14.6% | -0.3% | -2.4% | -2.1% | -1.6% | -0.1% | 3.5% | -24.7% | -6.6%
CC1(C)CC(=O)C2=C(C1)NC(=O)NC2c1ccc([N+](=O)[O-])cc1 (stereo unspecified) | -30.4% | -0.2% | 4.1% | -0.1% | -8.0% | -0.2% | -1.4% | -30.1% | 7.3%
Cc1cccc(NC(=O)c2ccc([N+](=O)[O-])o2)c1C | 10.2% | 0.1% | 9.2% | 3.7% | -1.5% | 1.3% | -1.7% | -2.1% | 15.8%
CCOC(=O)C1CCN(C(=O)CCc2c(C)nc3cc(-c4ccc(OC)cc4OC)nn3c2C)CC1 | -11.5% | 0.9% | -1.7% | -5.7% | -3.6% | -0.5% | -1.8% | -11.9% | 8.1%
CCC(CC)C(=O)c1c[nH]c(C(=O)NCc2ccc(F)cc2)c1 | -11.8% | -0.1% | 9.5% | -0.3% | -0.7% | -0.7% | 2.0% | 4.2% | 17.0%
COc1cccc(OC)c1C(=O)N1CCN(c2c(Cc3ccccc3)c(C)nc3ncnn23)CC1 | -13.8% | -0.2% | 10.0% | -10.4% | -11.4% | 0.1% | 0.4% | 0.2% | -11.4%

Next part; it opens with the 2 that closed the last part.
SMILES | KOR beta-arrestin-1 | GPR55 activation | GPR55 antagonists | KOR beta-arrestin-2 | Dengue-2 NS5 capping | West Nile virus CPE | HIV fusion peptide | NOD1 NF-kB reporter | GPR35 antagonists | others
CCC(CC)C(=O)c1c[nH]c(C(=O)NCc2ccc(F)cc2)c1 | -11.8% | -0.1% | 9.5% | -0.3% | -0.7% | -0.7% | 2.0% | 4.2% | 17.0%
COc1cccc(OC)c1C(=O)N1CCN(c2c(Cc3ccccc3)c(C)nc3ncnn23)CC1 | -13.8% | -0.2% | 10.0% | -10.4% | -11.4% | 0.1% | 0.4% | 0.2% | -11.4%
COc1ccc(C)cc1-n1nnnc1SCC1CCCCO1 (stereo unspecified) | 20.7% | 0.1% | -7.2% | 3.7% | 0.7% | 0.8% | -0.5% | -14.4% | -6.0%
Cc1cccc(Cn2cnc3c(nnn3Cc3ccccc3F)c2=O)c1 | -2.9% | 0.0% | 26.3% | -1.2% | -4.8% | 0.0% | 1.4% | -7.0% | 8.2%
O=C(NC1CCCC1)c1cc(-c2ccc(Cl)cc2)on1 | -9.1% | -0.3% | 6.8% | -4.7% | -9.1% | -0.7% | -0.9% | -46.3% | 0.5%
COc1ccc(N2C(=NC(=O)C3CCCCC3)SC3CS(=O)(=O)CC32)cc1 (stereo unspecified) | -46.0% | 0.3% | 6.1% | -2.1% | -12.7% | 0.5% | 1.5% | -21.7% | 2.8%
N#Cc1c(N)n(CCNC(=O)c2ccc(Cl)cc2)c2nc3ccccc3nc12 | -4.8% | 0.0% | 2.6% | 0.8% | -11.9% | -0.9% | 123.3% | -4.7% | 9.3%
CC(C)(C)NC(=O)NC(=O)COC(=O)Cn1cnc2ccccc2c1=O | 11.9% | 0.0% | 8.8% | -0.2% | 0.0% | -0.4% | 0.8% | -20.5% | 10.0%
O=C1NC(=S)N(C(=O)c2ccc(F)cc2)/C1=C/c1ccccc1 | -8.3% | -0.2% | 3.5% | -5.0% | -27.1% | 0.9% | 79.0% | -16.4% | -20.5%
CC(C)(C)OC(=O)NCc1ccc(NC(=O)c2nc[nH]c2C(=O)N[C@@H](Cc2ccccc2)C(=O)OC(C)(C)C)cc1 | 19.9% | 0.7% | 20.7% | -0.7% | -7.6% | -0.1% | -0.5% | 0.1% | 13.1%
Cc1nc2ccccc2c(=O)n1N(c1ccccc1)c1ccccc1 | -19.7% | -0.1% | 14.6% | -4.2% | -2.7% | 0.0% | 1.9% | -38.7% | -0.3%
Cn1c(=O)c(=O)n(C)c2cc(S(=O)(=O)N3CCCC3C(=O)Nc3ccc(F)cc3)ccc21 (stereo unspecified) | -3.7%[20 µM] | 1.3% | -3.3% | -5.0% | 1.4% | 0.0% | -0.7% | 1.4% | 14.9%
Cn1c(-c2cc3ccccc3oc2=O)nc2ccccc21 | -11.0% | -0.1% | 11.2% | 0.1% | 7.7% | -0.1% | -0.6% | -4.4% | 4.7%
O=C(O)c1cc(-n2cccc2)ccc1N1CCOCC1 | 7.9% | 1.0% | -7.1% | -2.4% | . | 0.4% | 2.2% | -7.0% | 0.5%
C#CCOCCOCCOCCNc1nc(N2CCN(C(=O)[C@H](CCCCN)n3cc([C@@H](N)CO)nn3)CC2)nc(N2CCN(C(=O)[C@H](Cc3cc4ccccc4[nH]3)n3cc([C@@H](N)Cc4ccc(O)cc4)nn3)CC2)n1 | 26.3% | 1.3% | 10.6% | 3.5% | . | . | 1.9% | 2.7% | -21.9%
O=C(C1=C[C@@H](c2coc3ccccc3c2=O)C[C@@H](OCCCCO)O1)N1CCN(Cc2ccc3c(c2)OCO3)CC1 | -17.8% | 0.5% | 9.0% | -0.2% | -5.6% | -0.1% | 0.2% | -3.4% | -12.6%
CC1=C(C(=O)OC(C)C)C(c2cccs2)N2C(=O)CCSC2=N1 (stereo unspecified) | -75.1% | -0.2% | 7.0% | -3.9% | -4.9% | -0.2% | -1.7% | 5.8% | 15.2%
COn1c(-c2ccc(Cl)cc2)nc2ccc(Cl)cc21 | 35.2% | 0.4% | 22.6% | 0.0% | -6.8% | 0.1% | 0.7% | -88.0% | 2.1% | Dengue-2 NS5 capping pilot replicate=-0.3
Cc1ccc(C(=O)/C=C/Nc2ccc([N+](=O)[O-])cc2Br)cc1 | 26.1% | -0.1% | 10.3% | -0.9% | . | -0.2% | -3.2% | -62.9% | 12.3%
O=C(/C=C/c1cc([N+](=O)[O-])ccc1OC(F)F)Nc1cccc(OC(F)F)c1 | -4.7% | -0.2% | 11.8% | -4.9% | -2.9% | -1.2% | 2.4% | -34.5% | 5.4%
NC(=O)c1cc(N)ccc1N1CCCC1 | -5.7% | -0.2% | 13.0% | -0.3% | 12.8% | -0.1% | -2.4% | -21.5% | -4.1%
CCOC(=O)c1sc(N)c(C#N)c1CSc1nc2ccc(OCC)cc2[nH]1 | 53.1% | -0.1% | 1.0% | 4.9% | -11.8% | -0.1% | -1.7% | 16.0% | -4.8%
Cc1cc(C)c(S(=O)(=O)Nc2ccc3c4c(cccc24)CC3)c(C)c1 | -119.7% | -0.1% | -3.6% | 2.2% | 10.3% | 0.3% | 4.2% | 5.8% | 18.3%
Clc1ccc(C2[C@H]3CN(Cc4ccc(-c5ccccc5)cc4)[C@H](c4ccccc4)C34CC2(c2ccccc2)C4)cn1 (stereo partly specified) | -13.1% | 0.3% | 6.1% | 1.5% | . | -0.6% | 3.7% | -9.0% | -5.5%

Screens as filed in PubChem.
